# Bioassay records: PubChem, National Center for Advancing Translational Sciences (NCATS)
# D3 antag: antagonists of human D3 dopamine receptor. 360,000 compounds, 2.5% hits. max response, negative = inhibition, %. D3R cells, DiscoveRx beta-arrestin luminescence, antagonist mode; hits give low values. AID 652054; in the data active means max response below about -50%; inconclusive means no clear call, values can overlap the other calls; further: on the % scale 0 is the no-effect control and ±100 the full control effect; mostly tested at two doses, the higher about 12 µM
# Target sequence (P35462 whole entry, looked up): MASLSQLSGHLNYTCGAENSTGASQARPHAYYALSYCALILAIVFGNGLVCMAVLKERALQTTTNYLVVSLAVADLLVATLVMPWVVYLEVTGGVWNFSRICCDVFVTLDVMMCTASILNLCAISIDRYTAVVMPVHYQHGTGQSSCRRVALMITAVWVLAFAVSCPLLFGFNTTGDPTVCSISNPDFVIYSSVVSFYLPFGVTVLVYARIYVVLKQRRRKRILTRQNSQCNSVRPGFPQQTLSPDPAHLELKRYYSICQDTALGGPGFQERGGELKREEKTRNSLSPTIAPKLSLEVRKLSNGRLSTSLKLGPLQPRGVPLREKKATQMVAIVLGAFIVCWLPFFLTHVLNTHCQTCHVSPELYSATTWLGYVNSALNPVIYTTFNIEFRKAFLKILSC
#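 Cells plated overnight at 1500 cells/well, then exposed to library compounds with dopamine controls for 90 minutes at 37 degrees C. DiscoveRx reagent added for 30–60 minutes at room temperature; luminescence read, quantitative HTS format.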
# IL-1B inflam inh: blocks inflammasome-driven IL-1 beta release; THP-1 LPS/ATP IL-1B secretion, AlphaLISA, 16 h; hits give low values; activity change, % at 57.5 µM; 360,000 compounds, 4.7% hits; in the data active means activity change below about -50%; inconclusive means mostly about -30% to -49%; further: on the % scale 0 is the no-effect control and ±100 the full control effect
#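 THP-1 cells pretreated 1 hr with compounds (up to 57.5 uM final), then stimulated with LPS (250 ng/mL final) plus ATP (1.25 mM final); secreted IL-1B measured by AlphaLISA after 16 hr, decreased signal indicating inhibition.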
# SW480 rerep: induces DNA re-replication in SW480 colon adenocarcinoma cells; Potency, µM (highest dose often 46.1 µM), for inactives: at the highest dose re-replication activation, actives largely listed as activators; SW480 DNA re-replication, Hoechst DNA content imaging, 48 h; AID 624297; 340,000 compounds, 1.8% hits; further: potency means the concentration at half of the fitted maximal effect; % of control where 0% means no effect; nearly all actives have a fitted effect of over 55% in size
#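 Hoechst fluorescence of nuclei (405 nm excitation, 500-530 nm emission) measured by plate-scanning imager after 48 hr compound exposure at 37 C; re-replication scored as increased number of nuclei with elevated intensity.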
# HT1080 IDH1KD tx: toxicity to HT-1080 IDH1 knockdown cells (counter line); HT-1080 IDH1 knockdown viability, ATP luminescence, 48 h; Potency, µM (series often up to 46.1 µM), without a hit: top-dose activity, negative = toxicity, usual class: cytotoxic; 360,000 compounds, 2% hits; AID 686971;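 further: potency means the concentration at half of the fitted maximal effect; 0% = DMSO wells and -100% = cell-free medium wells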
#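 HT-1080-IDH1KD cells (IDH1 knocked down), 750/well in RPMI with 5% FBS, treated with compound 48 h at 37 degrees C. Viability by CellTiter-Glo luminescence, normalised to DMSO and no-cell wells; concentration-response curves classed.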
# HT1080NT lethal: kills 2HG-producing HT-1080-NT fibrosarcoma cells; HT-1080-NT fibrosarcoma viability, CellTiter-Glo ATP luminescence, 48 h; Potency, µM (titrated, usually from 46.1 µM), for inactives: at the top dose activity, negative = less viability, actives largely listed as cytotoxic; 360,000 compounds, 1.6% hits; AID 686970;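 further: NT is the 2HG producing partner of a matched IDH1 knockdown line; potency means the concentration at half of the fitted maximal effect; 0% = DMSO-treated cells and -100% = media-only wells without cells; nearly all actives have a fitted effect of over 55% in size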
#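 Fibrosarcoma NT cells, 750 per well in 5% FBS RPMI, were exposed to compound for 48 hours. Viability: CellTiter-Glo luminescence.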
# KB-V1 cytotox: KB-V1 MDR subline cytotoxicity; KB-V1 MDR cells viability, CellTiter-Glo, 72 h; Potency, µM (series often up to 46.1 µM), without a hit: at the highest dose activity change, negative = cytotoxicity, most hits filed as cytotoxic; 400,000 compounds, 3.4% hits; further: potency means the concentration at half of the fitted maximal effect; on the % scale 0 is the no-effect control and ±100 the full control effect; nearly all actives have a fitted effect of over 60% in size
#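 qHTS viability screen in drug-selected KB-V1 MDR cells: 72 h compound treatment at 37 degrees C, ATP luminescence end point.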
# DRD3 agonist: D3 dopamine receptor (human) agonism. P35462. D3R DiscoveRx beta-arrestin cells, luminescence, 90 min. max activation, %. 410,000 compounds, 0.58% hits. AID 652048; in the data active means max activation above about 30%; further: 0% is about no effect; mostly tested at two doses, the higher about 12 µM
#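 Cells at 1500/well, incubated overnight, then treated with pinned compounds (dopamine as control) for 90 min at 37 degrees C. DiscoveRx reagent added for 30 - 60 minutes at room temperature; luminescence read.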
# KB-3-1 cytotox: KB-3-1 parental cell cytotoxicity | KB-3-1 viability, CellTiter-Glo ATP luminescence, 72 h | Potency, µM (top dose mostly 46.1 µM), without a hit: top-dose activity change, negative = cytotoxic, most hits filed as cytotoxic | 400,000 compounds, 1.4% hits; further: potency means the concentration at half of the fitted maximal effect; on the % scale 0 is the no-effect control and ±100 the full control effect; nearly all actives have a fitted effect of over 60% in size
#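 Multi-concentration cytotoxicity screen in KB-3-1 cells grown in DMEM lacking phenol red with 10% FBS. After 72 h at 37 °C with compound, ATP-dependent luminescence was recorded.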
# GLP-1R agonist: activates the human GLP-1 receptor; P43220; HEK293 GLP-1R CRE-luciferase, luminescence, 4-6 h; cells express a hypersensitive GLP-1R form; 380,000 compounds, 0.007% hits; Potency, µM (doses to about 45.6 µM), for the others: at the top dose activation, usual class: activators; further: potency means the concentration at half of the fitted maximal effect; % of control where 0% means no effect
# Target sequence (P43220 whole entry, looked up): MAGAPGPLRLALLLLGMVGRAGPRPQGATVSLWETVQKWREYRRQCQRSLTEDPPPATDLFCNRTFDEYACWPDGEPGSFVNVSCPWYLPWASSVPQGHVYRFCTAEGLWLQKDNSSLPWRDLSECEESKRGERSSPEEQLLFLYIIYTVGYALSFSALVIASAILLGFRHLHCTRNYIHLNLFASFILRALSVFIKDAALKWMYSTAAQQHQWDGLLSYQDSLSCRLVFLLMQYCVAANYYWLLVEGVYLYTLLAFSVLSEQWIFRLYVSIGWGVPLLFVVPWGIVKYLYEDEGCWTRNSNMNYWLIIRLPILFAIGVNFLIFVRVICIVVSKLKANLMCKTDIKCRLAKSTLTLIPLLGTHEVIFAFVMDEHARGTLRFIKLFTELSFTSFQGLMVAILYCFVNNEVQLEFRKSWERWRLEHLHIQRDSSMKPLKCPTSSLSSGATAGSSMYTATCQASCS
# * marks the source's active call; other numbers are inactive results; ? = inconclusive; . = no result given; [ ] = another dose, or the depositor's remark. Unless noted, the call rests on the fitted dose curve; in most records, active means well fitted curve in the direction sought with a large enough effect; inconclusive means small, poorly fitted or top-dose-only effect, or another doubt; inactive means no such curve, though single readings can be large; an effect the other way counts as inactive or inconclusive.
(1) CC1CCCN(CC(=O)Nc2ccc(S(=O)(=O)NC3CCCCC3)cc2)C1 (stereo not drawn)
(2) O=C(Nc1cc(Cl)cc(Cl)c1)N1CCCN(Cc2ccccc2)CC1
(3) Cc1cccc(C)c1-n1c(=O)n(Cc2ccccc2)c(=O)c2[nH]cnc21
(4) CCOC(=O)[C@H]1[C@H]2COc3cc(OC)ccc3[C@@H]2N2C(=O)N(c3ccc(Br)cc3)C(=O)[C@@]12C
(5) O=C(c1cc(Cl)nc2ccccc12)N(Cc1nnc(-c2ccccc2Cl)o1)C1CC1
(6) O=C(C1=C[C@H](c2ccccc2)C[C@H](OCCCCO)O1)N1CCN(Cc2ccccc2)CC1

assay / entry,1,2,3,4,5,6
D3 antag,?,-79.7*,5.4,-20.2,-8.8,10.9
IL-1B inflam inh,-10.9,?,6.3,-12.2,-7.5,-14.5
SW480 rerep,-1.3%,2.9%[9.22 µM],-0.2%,19.3%,14.8%,6.0%
HT1080 IDH1KD tx,?,?,15.4%,8.4%,-10.0%,8.6%
HT1080NT lethal,?,20.6µM*,-1.5%,5.0%,-5.9%,11.3%
KB-V1 cytotox,?,?,0.0%,-14.2%,?,-8.9%
DRD3 agonist,-24.6,-31.5,-29.6,-10.0,1.5,-4.1
KB-3-1 cytotox,-9.2%,-2.9%,-0.5%,0.0%,-2.6%,0.0%
GLP-1R agonist,28.8%,-6.3%,-0.6%,5.3%,7.8%,1.1%

(7) O=C(CSc1nccn1-c1cccc(Cl)c1)Nc1ccc2c(c1)OCCO2
(8) O=c1c(Sc2ccccc2)c(C(F)(F)F)[nH]n1-c1ccccc1
(9) CCc1ccc2[nH]c(=O)c(CN(CCO)C(=O)NCc3ccccc3)cc2c1
(10) Cc1[nH]c2ccccc2c1C(=O)COc1ccccc1F
(11) CCCSc1nc2c(c(=O)[nH]c(=O)n2C)n1CCc1ccccc1
(12) S=C(NCCc1ccncc1)Nc1ccccc1

assay / entry,7,8,9,10,11,12
D3 antag,-20.7,?,8.8,-4.2,0.0,8.9
IL-1B inflam inh,?,?,-5.5,?,7.0,-6.4
SW480 rerep,-1.2%,-18.8%,10.7%,0.7%,-5.1%,-1.1%
HT1080 IDH1KD tx,6.6%,?,-23.0%,-11.6%,0.0%[9.24 µM],21.4%
HT1080NT lethal,8.9%,?,-1.2%,-3.7%,0.0%,2.1%
KB-V1 cytotox,0.7%,?,-19.8%,-19.7%,?,26.6%
DRD3 agonist,4.0,5.9,-6.0,-5.9,-10.0,2.5
KB-3-1 cytotox,0.9%,?,-2.5%,-10.0%,2.7%,7.5%
GLP-1R agonist,1.5%,-15.7%,0.7%,9.3%,?,0.7%

(13) NC(=O)CC1Nc2cccc3cccc(c23)NC1=O (stereo not drawn)
(14) CCOc1ccc(-n2c(SCC(N)=O)nc3c(c2=O)SCC3)cc1
(15) O=S(=O)(c1cccs1)n1cnc2ccccc21
(16) O=C(NCc1ccccc1)c1ccc(C2SCC(=O)N2Cc2ccccc2)cc1 (stereo not drawn)
(17) O=C(NC1C2CC3CC(C2)CC1C3)c1ccc2c(c1)OCO2 (stereo not drawn)
(18) O=C(OCc1c(Cl)cccc1Cl)c1ccccn1

assay / entry,13,14,15,16,17,18
D3 antag,-27.3,-17.1,0.0,-5.8,16.5,-3.7
IL-1B inflam inh,0.0,-14.8,15.7,-1.6,-15.1,17.1
SW480 rerep,.,-24.3%,-8.4%,-6.3%,4.6%,-4.6%
HT1080 IDH1KD tx,-0.1%,23.2%,1.6%,-12.6%,-10.0%,7.8%
HT1080NT lethal,-5.1%,14.1%,4.2%,-8.8%,-9.7%,8.3%
KB-V1 cytotox,12.3%,10.2%,4.3%,-15.7%,9.5%,1.4%
DRD3 agonist,3.4,-3.7,5.3,-1.3,3.1,2.2
KB-3-1 cytotox,0.0%,5.0%,11.2%,-2.8%,18.1%,4.0%
GLP-1R agonist,-1.1%,-8.4%,-8.3%,-0.7%,-4.4%,1.8%

(19) COc1ccccc1N1CCN(C2CC(=O)N(c3ccccc3)C2=O)CC1 (stereo not drawn)
(20) Cc1ccc(NC(=O)NNC(=O)COc2ccc(Cl)cc2)cc1
(21) O=C(Cc1ccccc1[N+](=O)[O-])Nc1ccccc1C(=O)N1CCOCC1
(22) CCOc1ccccc1NC(=O)CCc1c(C)nc2cc(-c3ccccc3)nn2c1C
(23) Cc1cccc(CSC2=NCCN2C(=O)c2ccc(S(=O)(=O)N(C)C)cc2)c1
(24) Cc1ccc(C(=O)c2c3ccc(C(F)(F)F)cc3[n+]([O-])n2CCCC(N)=O)cc1

assay / entry,19,20,21,22,23,24
D3 antag,-1.3,4.5,-13.7,.,-5.9,-7.3
IL-1B inflam inh,7.5,6.4,18.8,.,-0.6,-4.0
SW480 rerep,-1.6%,-10.8%,-5.2%,.,29.1µM*,-9.0%
HT1080 IDH1KD tx,2.0%,13.6%,3.8%,.,-1.5%,-3.2%
HT1080NT lethal,-1.1%,16.6%,5.7%,.,-12.1%,-4.4%
KB-V1 cytotox,-10.3%,4.3%,-9.4%,-8.0%,-2.1%,-10.5%
DRD3 agonist,6.2,-18.5,11.2,5.9,-2.2,-11.8
KB-3-1 cytotox,0.4%,-1.4%,4.0%,-1.1%,-4.0%,-10.5%
GLP-1R agonist,8.8%,-6.5%,-0.2%,0.4%,6.0%,-4.0%

(25) CC1CN(S(=O)(=O)c2ccc(C(=O)O)cc2)CC(C)O1 (stereo not drawn)
(26) CCOC(=O)CSc1nc2sc3c(c2c(=O)[nH]1)CCCC3
(27) CCN(CC)S(=O)(=O)c1ccc2[nH]c(=O)cc(C(=O)Nc3ccccc3N3CCCC3)c2c1
(28) CCOC(=O)c1cccc(NC(=O)CSc2nnc(-c3cccnc3)n2C)c1
(29) O=[N+]([O-])c1cccc(P(=O)(O)c2cccc([N+](=O)[O-])c2)c1
(30) CC(C)Sc1ccc([N+](=O)[O-])cc1C(=O)Nc1ccncc1

assay / entry,25,26,27,28,29,30
D3 antag,0.6,-8.4,5.2,10.3,-0.6,1.3
IL-1B inflam inh,11.0,4.2,14.2,9.5,20.2,4.5
SW480 rerep,-4.3%,-1.8%,-3.7%,-5.3%,-3.3%,-3.2%
HT1080 IDH1KD tx,19.6%,3.3%,9.4%,8.9%,-5.3%,-3.8%
HT1080NT lethal,14.4%,1.6%,12.0%,9.5%,1.7%,-3.5%
KB-V1 cytotox,29.9%,8.5%,-1.6%,-1.6%,9.3%,0.9%
DRD3 agonist,3.3,-10.2,-2.7,-5.9,7.6,12.8
KB-3-1 cytotox,15.3%,5.2%,4.2%,12.0%,1.1%,0.1%
GLP-1R agonist,-2.5%,-3.0%,0.1%,-0.4%,-1.0%,20.0%

(31) CCc1c(C#N)c(SCCC(=O)Nc2cccc(OC)c2)nc2c1C(=O)CC(C)(C)C2
(32) CSc1ncc(Cl)c(C(=O)Nc2nnc(SC/C=C/c3ccccc3)s2)n1
(33) Cc1cc(C)nc(Nc2ccc(C(=O)O)cc2)n1
(34) CC(C)(C)c1ccc(-c2nnc3sc(-c4ccccn4)nn23)cc1
(35) Cc1cc(Cl)c2oc(C(=O)N(C)Cc3ccon3)c(C)c2c1
(36) O=C(c1cccc(S(=O)(=O)N2CCOCC2)c1)N1CCCCCC1

assay / entry,31,32,33,34,35,36
D3 antag,0.0,-9.3,9.4,16.3,6.2,9.9
IL-1B inflam inh,0.0,16.3,16.0,23.9,-0.5,10.6
SW480 rerep,-2.9%,0.7%,-17.2%,-6.2%,10.0%,-4.2%
HT1080 IDH1KD tx,-11.2%,21.1%,-4.7%,12.5%,-0.7%,5.4%
HT1080NT lethal,-4.3%,0.0%,8.2%,15.5%,-2.4%,18.0%
KB-V1 cytotox,-22.6%,1.5%,-4.5%,9.9%,-23.7%,?
DRD3 agonist,4.1,-1.9,9.3,2.1,-0.4,1.0
KB-3-1 cytotox,-3.2%,-13.3%,-2.4%,6.5%,-9.2%,-4.3%
GLP-1R agonist,-0.2%,-10.5%,-0.2%,-0.2%,23.1%,-0.2%

(37) Cc1nc2ccc(NC(=O)COc3ccccc3)cc2s1
(38) O=C(c1ccc2c3c(cccc13)CC2)C1CCCN(C(=O)c2cc[n+]([O-])cc2)C1 (stereo not drawn)
(39) Cc1ccc(C(c2sc3ncnn3c2O)N2CC(C)CC(C)C2)cc1 (stereo not drawn)
(40) CC(=O)C1=C(O)C(=O)N(c2cccc(Br)c2)C1c1ccc(Br)cc1 (stereo not drawn)

assay / entry,37,38,39,40
D3 antag,10.0,6.7,20.2,0.0
IL-1B inflam inh,17.7,-16.6,0.9,34.1
SW480 rerep,3.6%,3.4%,-14.8%,-4.8%
HT1080 IDH1KD tx,4.7%,19.4%,-0.5%,-18.3%
HT1080NT lethal,18.6%,20.6%,10.3%,?
KB-V1 cytotox,?,0.0%,-2.2%,-1.2%
DRD3 agonist,-4.7,-7.3,3.8,-2.2
KB-3-1 cytotox,2.6%,?,?,6.0%
GLP-1R agonist,7.7%,7.5%,-6.9%,-3.2%

# Reprinted at random: 4 records from the list
(38) O=C(c1ccc2c3c(cccc13)CC2)C1CCCN(C(=O)c2cc[n+]([O-])cc2)C1 (stereo not drawn)
(40) CC(=O)C1=C(O)C(=O)N(c2cccc(Br)c2)C1c1ccc(Br)cc1 (stereo not drawn)
(37) Cc1nc2ccc(NC(=O)COc3ccccc3)cc2s1
(39) Cc1ccc(C(c2sc3ncnn3c2O)N2CC(C)CC(C)C2)cc1 (stereo not drawn)

assay / entry,38,40,37,39
D3 antag,6.7,0.0,10.0,20.2
IL-1B inflam inh,-16.6,34.1,17.7,0.9
SW480 rerep,3.4%,-4.8%,3.6%,-14.8%
HT1080 IDH1KD tx,19.4%,-18.3%,4.7%,-0.5%
HT1080NT lethal,20.6%,?,18.6%,10.3%
KB-V1 cytotox,0.0%,-1.2%,?,-2.2%
DRD3 agonist,-7.3,-2.2,-4.7,3.8
KB-3-1 cytotox,?,6.0%,2.6%,?
GLP-1R agonist,7.5%,-3.2%,7.7%,-6.9%
